Screens: PubChem, National Center for Advancing Translational Sciences (NCATS)
Tau fluor counter – counter-screen for tau fibril formation inhibitors. 280,000 tested, 0.93% active. Potency, µM (series often up to 57.7 µM), inactives show at the highest dose activity change, negative = decrease. tau K18 P301L Alexa594 fluorescence, heparin fibrillization. AID 1463; also: % is scaled to controls: 0 for no effect and ±100 for the full control effect; nearly all actives have a fitted effect of over 55% in size
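Human tau K18 P301L (15 uM unlabeled, 0.24 uM Alexa 594-labeled) in 100 mM sodium acetate pH 7 with 20 uM heparin, 6 hr at 37 C. ThT 30 uM added, 1 hr ambient; Alexa 594 FP and total fluorescence read at 555/632 nm.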
ALDH1A1 block – inhibitors of human aldehyde dehydrogenase 1A1 | P00352 | Purified ALDH1A1, NADH fluorescence, propionaldehyde substrate | Potency, µM (titrated, usually from 75.3 µM), without a hit: at the top dose activity, negative = inhibition, usual class: inhibitors | 220,000 tested, 7.3% active; active = well fitted inhibition curve with a large enough effect, not every such curve was filed as active; inconclusive = small, poorly fitted or top-dose-only effect, or another doubt; inactive = no such curve, though single readings can be large or run the other way;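 also: plate controls were no enzyme wells and a reference inhibitor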
Target sequence (P00352 whole entry, looked up): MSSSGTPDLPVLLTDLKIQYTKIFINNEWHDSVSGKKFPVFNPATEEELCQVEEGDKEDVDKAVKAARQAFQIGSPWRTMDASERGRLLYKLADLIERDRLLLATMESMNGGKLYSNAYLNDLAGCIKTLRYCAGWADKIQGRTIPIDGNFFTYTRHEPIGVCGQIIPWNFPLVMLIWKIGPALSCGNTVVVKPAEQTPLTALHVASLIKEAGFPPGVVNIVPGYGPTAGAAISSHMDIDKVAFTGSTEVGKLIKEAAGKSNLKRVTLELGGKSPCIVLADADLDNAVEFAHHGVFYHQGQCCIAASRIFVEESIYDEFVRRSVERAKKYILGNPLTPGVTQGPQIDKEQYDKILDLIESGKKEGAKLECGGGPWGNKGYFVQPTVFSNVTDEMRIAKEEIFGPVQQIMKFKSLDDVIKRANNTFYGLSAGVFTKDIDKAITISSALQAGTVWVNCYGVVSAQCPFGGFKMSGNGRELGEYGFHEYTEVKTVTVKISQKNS
HTT aggregate – reduces HttQ103-GFP aggregates in PC12 cells | Potency, µM (doses to about 46.1 µM), inactives show at the highest dose activity change, negative = inhibition, actives largely listed as inhibitors | PC12 HttQ103-GFP aggregates, Acumen cytometry, 40 h | 220,000 tested, 1.1% active; also: % is scaled to controls: 0 for no effect and ±100 for the full control effect; nearly all actives have a fitted effect of over 60% in size
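Read-out: GFP aggregate count by laser scanning cytometer (488 nm excitation, 500-530 nm emission, 1–25 µm objects >6 SD above background). Cells: PC12, inducible HTTex1-Q103-GFP, 100 nM tebufenozide; compounds titrated.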
HTT cytoprotect – protects HTT-Q103 PC12 cells, measured by ATP | PC12 HTT-Q103 induced, cytoprotection, ATP luminescence, 40 h | Potency, µM (highest dose often 56.4 µM), without a hit: cytoprotection (ATP increase), usual class: activators | AID 1471 | 230,000 tested, 0.14% active;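 also: % of control where 0% means no effect; nearly all actives have a fitted effect of over 45% in size; toxic huntingtin expression switched on by the ecdysone agonist tebufenozide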
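Rat PC12, Q103 Htt exon1-GFP fusion, ecdysone promoter; tebufenozide inducer 100 nM final; compound titration; qHTS, 1500 cells/well; ATPlite luminescent read.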
Tau ThT inhib – tau fibrillization inhibition (ThT binding); P10636; recombinant tau K18 P301L, heparin-induced fibrillization, ThT fluorescence; Potency, µM (titrated, usually from 57.4 µM), for the others: top-dose activity, negative = inhibition, actives largely listed as inhibitors; 270,000 tested, 2.1% active; AID 1460; also: % is scaled to controls: 0 for no effect and ±100 for the full control effect; nearly all actives have a fitted effect of over 55% in size
Target sequence (P10636 561-689 P618L limits assumed): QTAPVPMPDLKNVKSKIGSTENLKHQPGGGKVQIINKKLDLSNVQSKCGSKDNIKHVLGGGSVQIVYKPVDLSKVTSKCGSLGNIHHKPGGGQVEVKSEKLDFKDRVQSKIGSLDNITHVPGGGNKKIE
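Recombinant human tau K18 fragment […] carrying P301L, 15 uM unlabeled plus 0.24 uM Alexa 594-labeled, was fibrillized with 20 uM heparin in 100 mM sodium acetate pH 7 for 6 hr at 37 C; 30 uM ThT fluorescence read after 1 hr.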
Tau FP inhib – blocks human tau fibril formation measured by polarization; P10636; K18 P301L tau heparin fibrillization, Alexa594 FP, 6 h; Potency, µM (top dose mostly 57.7 µM), for inactives: top-dose activity, negative = inhibition, usual class: inhibitors; 280,000 tested, 0.39% active; AID 1468; also: % is scaled to controls: 0 for no effect and ±100 for the full control effect; nearly all actives have a fitted effect of over 55% in size
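Heparin (20 uM) drove fibril formation of recombinant tau K18 P301L, 15 uM unlabeled with 0.24 uM Alexa 594 label, for 6 hr at 37 C in 100 mM sodium acetate pH 7. Fluorescence polarization (555/632 nm) read 1 hr after 30 uM ThT.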
KDM4E inh – inhibitors of human JMJD2E histone demethylase; 230,000 tested, 1.6% active; Potency, µM (doses to about 57.1 µM), for inactives: top-dose activity change, negative = inhibition, actives largely listed as inhibitors; B2RXH2; AID 2147; JMJD2E catalytic domain, FDH-coupled NADH fluorescence (FDH is formaldehyde dehydrogenase); active = well fitted inhibition curve with a large enough effect, not every such curve was filed as active; inconclusive = small, poorly fitted or top-dose-only effect, or another doubt; inactive = no such curve, though single readings can be large or run the other way;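 also: 0% = wells with enzyme and -100% = buffer wells without enzyme; nearly all actives have a fitted effect of over 50% in size; many of its hits are not listed in these tables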
Target sequence (B2RXH2 1-337 limits assumed): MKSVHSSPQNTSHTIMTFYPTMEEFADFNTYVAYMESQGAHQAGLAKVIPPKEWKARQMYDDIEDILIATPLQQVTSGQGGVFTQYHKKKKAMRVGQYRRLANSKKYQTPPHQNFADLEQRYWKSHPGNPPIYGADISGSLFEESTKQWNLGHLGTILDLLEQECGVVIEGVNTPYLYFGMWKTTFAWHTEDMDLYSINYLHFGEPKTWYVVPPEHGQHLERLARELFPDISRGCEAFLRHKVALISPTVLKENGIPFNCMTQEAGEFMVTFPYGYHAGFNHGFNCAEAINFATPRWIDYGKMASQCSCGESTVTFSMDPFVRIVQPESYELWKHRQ
SMN2 splice up – enhancers of SMN2 splice variant expression; HEK293 SMN2-luciferase splicing reporter, luminescence, 30-36 h; Potency, µM (series often up to 46.1 µM), inactives show at the top dose activity change, positive = activation, actives largely listed as activators; 210,000 tested, 2.8% active; also: % of control where 0% means no effect; nearly all actives have a fitted effect of over 55% in size
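HEK293 cells carry an SMN2 […]–luciferase reporter in which exon 7 inclusion puts luciferase in frame. Cells were plated 10-12 h before compound addition, then incubated 30-36 h at 37C. ONE-Glo luminescence was read; sodium butyrate at 4.5 mM final served as control.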
Numbers without * were called inactive; u = inconclusive; x = not tested or not shown; [ ] = remark or other dose. Unless noted, calls follow the shape of the dose curve; as a rule, active = well fitted curve in the direction sought with a large enough effect; inconclusive = small, poorly fitted or top-dose-only effect, or another doubt; inactive = no such curve, though single readings can be large; an effect the other way counts as inactive or inconclusive. Potency is read from the fitted curve at half-maximal effect. This is a subset; the hit share may differ from the screen's.

SMILES	Tau fluor counter	ALDH1A1 block	HTT aggregate	HTT cytoprotect	Tau ThT inhib	Tau FP inhib	KDM4E inh	SMN2 splice up
C#CCOCCOCCOCCNc1nc(N2CCN(C(=O)[C@H](CCC(=O)O)n3cc(C(N)Cc4ccc(O)cc4)nn3)CC2)nc(N2CCN(C(=O)[C@H](Cc3ccc(O)cc3)n3cc(C(N)[C@H](C)CC)nn3)CC2)n1 (stereo partly specified)	2%	x	-11%[9.22 µM]	-12%[10 µM]	0%	-8%	u	x
Cc1ccc(C(c2sc3nc(C)nn3c2O)N2CCN(c3ccccc3F)CC2)cc1 (stereo unspecified)	-13%	-13%	-2%	0%	u	-11%	5%	1%
COCCN1CCC(CNCc2cn[nH]c2-c2ccc(C)c(C)c2)C1 (stereo unspecified)	9%	12%	2%	-28%	-15%	8%	4%	x
O=C(Nc1ccccc1)OC(CN1CCCCC1)C(F)(F)F (stereo unspecified)	1%	-3%	5%	-4%	-1%	-2%	12%	10%
Cc1ccc(S(=O)(=O)N(CC2CO2)c2ccccc2[N+](=O)[O-])cc1 (stereo unspecified)	2%	-7%	-3%[9.22 µM]	19%[10 µM]	-6%	10%	5%	0%
COc1ccc(-n2c(Cc3cccn3C)nnc2SCC(=O)Nc2ccc(C)cc2)cc1	-20%	u	14%	5%[10 µM]	-18%	1%	-14%	-8%
O=c1cc(N2CCCCC2)c(-c2ccccc2)nn1Cc1ccccc1	-8%	16µM*	-19%	-20%[10 µM]	u	1%	0%	-62%[inhibitor]
CCOC(=O)C1(Cc2ccc(OC)cc2)CCN(C(=O)c2csc(C)n2)CC1	7%	-1%	-7%[9.22 µM]	6%[10 µM]	0%	-10%	-4%	x
O=C(COC(=O)/C=C/c1cccc([N+](=O)[O-])c1)NCCCN1CCCC1=O	-5%	2%	-11%	0%	-4%	-1%	-1%	3%
COc1ccc(NC(=O)CSc2nc3ccccc3nc2N2CCCCC2)cc1	u	x	x	x	u	-6%	x	1%
Cn1cc(C(=O)NCCO)c(=O)c2ccccc21	4%	0%	-28%	-8%	5%	8%	-13%	-7%
CN1[C@H](CC(=O)c2ccccc2)CCC[C@H]1C[C@H](O)c1ccccc1	-3%	9%	x	13%	-3%	-1%	-2%	x
COc1ccc(C(=O)NC(Cc2ccccc2)c2ccc3c(c2)OCCCO3)cc1 (stereo unspecified)	-25%	1%	-9%	-34%	-8%	-4%	4%	u
CCOC(=O)C1=C(C)NC(=O)NC1c1c(OCC(=O)N2CCCCC2)ccc2ccccc12 (stereo unspecified)	-3%	-1%	-1%	5%	-15%	-4%	-3%	12%
Cn1c(SCC(=O)Nc2ccccc2-c2ccccc2)nnc1-c1ccco1	4%	8.9µM*	5%	-25%	-6%	3%	1%	-4%
CC(=O)Oc1ccc2occ(C(=O)c3cccs3)c2c1	-3%	2%	14%	-4%	-11%	-2%	-5%	-1%
Cc1ccnn2c(-c3ccccc3)c3c(=O)n(C)c(=O)n(C)c3c12	-10%	7%	5%	3%	-13%	-4%	0%	-5%
CC(=O)Nc1ccc(C2NC(=S)N(c3ccccc3C(F)(F)F)C(C)=C2C(=O)N2CCOCC2)cc1 (stereo unspecified)	-6%	u	19%	-11%	-1%	4%	1%	14%
Cc1c2c(nc3c(C(=O)NC4CC4)cnn13)CCCC2	-9%	-2%	27%	-24%	-6%	-5%	-6%	2%
O=C(CSc1nnc(CNC(=O)c2c(F)cccc2Cl)o1)c1ccccc1	-3%	7%	-13%	42%[10 µM]	-10%	-1%	-1%	-5%

As a short view, part of the list above:
SMILES	Tau fluor counter	ALDH1A1 block	HTT aggregate	HTT cytoprotect	Tau ThT inhib	Tau FP inhib	KDM4E inh	SMN2 splice up
Cc1c2c(nc3c(C(=O)NC4CC4)cnn13)CCCC2	-9%	-2%	27%	-24%	-6%	-5%	-6%	2%
O=C(CSc1nnc(CNC(=O)c2c(F)cccc2Cl)o1)c1ccccc1	-3%	7%	-13%	42%[10 µM]	-10%	-1%	-1%	-5%

(list continues)
SMILES	Tau fluor counter	ALDH1A1 block	HTT aggregate	HTT cytoprotect	Tau ThT inhib	Tau FP inhib	KDM4E inh	SMN2 splice up
Cc1sc2nc(CN(C(=O)c3cccs3)C3CCCC3)[nH]c(=O)c2c1C	-7%	-10%	-15%	-14%	-13%	-2%	0%	-40%[inhibitor]
N=C1c2ccccc2CN1c1ccc(N2CCOCC2)c(S(=O)(=O)Nc2ccc(Cl)cc2)c1	-26%	1.8µM*	-4%[9.22 µM]	-9%[10 µM]	32µM*	u	-5%	x
COc1ccc(N=C2SC(CC(=O)Nc3cccc(Cl)c3)C(=O)N2Cc2ccco2)cc1 (stereo unspecified)	u	u	u	20%[10 µM]	3%	u	-4%	7%
CC(=O)Nc1ccc(NC(=O)CCC(=O)NCCO)cc1	3%	4%	-2%	-10%[10 µM]	2%	-4%	9%	2%
CC(C)CC(c1nnnn1C(C)(C)C)N1CCN(C2CCCC2)CC1 (stereo unspecified)	-9%	14%	-6%	17%[10 µM]	-7%	3%	10%	10%
O=C1c2ccccc2C(=O)N1CC1c2ccccc2CCN1S(=O)(=O)c1cnc[nH]1 (stereo unspecified)	0%	-7%	0%	10%	-6%	-1%	-6%	x
CC(C)(C)OC(=O)NNC1CC(=O)N(c2ccccc2F)C1=O (stereo unspecified)	-4%	10%	10%	-2%	-1%	-3%	2%	0%
c1nc(NC2CCCCCC2)c2[nH]cnc2n1	-12%	-14%	u	14%	-10%	-5%	-12%	-23%
COc1ccc(C(=O)NC(=S)NCc2ccco2)cc1OC	-8%	-29%	19%	-15%[10 µM]	3%	-8%	3%	-8%
CCOC(=O)Cn1c2c(c(=N)c3c1CCC3)CCCC2	1%	16%	-7%	5%[10 µM]	1%	-7%	4%	-19%
Cc1ccc(-c2ccc(SCC(=O)NCC3CCCO3)nn2)cc1 (stereo unspecified)	-2%	10%	-2%	-61%[inhibitor]	-3%	2%	6%	-1%
Cc1ccc(Cl)c(OC(=O)c2nn(C(C)C)c(=O)c3ccccc23)c1	-3%	-1%	-1%	u	0%	-4%	-4%	-4%
Cc1cccc(C)c1Nc1ncnc(N)c1[N+](=O)[O-]	-9%	15%	-13%	3%[10 µM]	-7%	u	1%	-3%
O=C(Nc1cccc2ccccc12)c1cnsn1	7%	-2%	1%[9.22 µM]	8%[10 µM]	3%	7%	-11%	x
Cc1ccc(/C=N/NC(=O)c2ccc(C(=O)N/N=C/c3ccc(C)s3)o2)s1	-4%	u	1%	-17%	u	0%	u	1%
CCOc1ccc(NC(=S)N=Nc2c(O)[nH]c3ccccc23)cc1	u	10%	u	-136%[inhibitor]	u	u	21%	-41%[inhibitor]
CCOC(=O)COc1ccc(C(=O)c2ccccc2)c(O)c1	-8%	-6%	12%	15%[10 µM]	-7%	6%	-2%	8%
CN(C)/N=C/c1c(O)ccc2ccccc12	u	-2%	-26%	6%	u	8%	-10%	-33%
CCN(CC)c1ccc(/C=C/C(=O)c2cccnc2)cc1	-4%	-2%	-10%	-17%	-13%	6%	2%	3%
Cc1nc(SCc2c(F)cccc2Cl)n[nH]1	1%	14%	-7%	-7%	-6%	4%	8%	u
O=C(NCCC1=CCCCC1)c1ccc2c(c1)N(Cc1ccc(F)cc1)C(=O)c1ccccc1S2(=O)=O	-29%	x	x	x	-3%	u	x	6%
CC(=O)N1CCN(c2ccc(NCc3ccc(C(C)C)cc3)cc2)CC1	u	-12%	u	-11%	13µM*	-7%	u	-57%[inhibitor]
CC(C)NS(=O)(=O)c1cccc2nsnc12	5%	11%	-2%	14%	3%	-9%	2%	-6%
O=C(CCNC(=O)c1ccccc1Cl)Nc1ccc2c(c1)OCO2	-3%	-6%	-15%	-13%	0%	3%	-11%	1%
CCn1c(-c2ccc(Cl)cc2)n[nH]c1=S	-12%	-5%	11%	-9%	-16%	-5%	-9%	-2%
COc1ccc(C)cc1S(=O)(=O)Nc1ccncc1	-4%	-2%	7%	-10%	0%	-10%	0%	-3%
CCSC1=C(C#N)C(c2ccc(Cl)cc2)C2=C(CCCC2=O)N1 (stereo unspecified)	-13%	-9%	-27%	-9%	-1%	-3%	u	13%
O=C(COc1ccc([N+](=O)[O-])cc1)Nc1nnc(-c2cccnc2)s1	-17%	-15%	2%[9.22 µM]	10%[10 µM]	u	-4%	9%	x
COc1cc(-c2n[nH]c(=S)n2-c2ccccc2C(F)(F)F)cc(OC)c1OC	-20%	x	1%[9.22 µM]	1%[10 µM]	-13%	-2%	-5%	x
CCn1c(=O)cc(SCC(=O)N2CCCCC2)c2ccccc21	-2%	20µM*	u	1%	-6%	u	u	19%
COCCNC(=O)c1cc(-c2cccc(Cl)c2)on1	-11%	x	x	x	-12%	-3%	x	-1%
CC1Cc2ccccc2N1C(=O)CNc1cccc(S(=O)(=O)N2CCCC2)c1 (stereo unspecified)	-6%	20µM*	6%	u	-10%	-1%	-3%	4%
Cc1sc2ncnc(NCc3cccnc3)c2c1C	-7%	4%	-26%	-30%	-12%	-4%	-6%	-69%[inhibitor]
CN(C1CCCCC1)S(=O)(=O)c1ccc2c(c1)c(=O)c(C(=O)NCCN1CCCC1)cn2C	-3%	7.9µM*	u	-10%	-6%	5%	-25%	u
COc1ccc(Cl)cc1NC(=O)Cn1nc(C(F)(F)F)c2c1CCCC2	u	x	x	x	-14%	-14%	x	6%
O=S(=O)(c1ccccc1)N1CCN(c2nc(-c3cccs3)nc3ccccc23)CC1	-28%	-3%	1%	22%[10 µM]	-6%	-10%	5%	-3%
O=C(O)c1nn2cc(CCO)cnc2c1Cl	-26%	u	-41%[9.22 µM]	-64%[inhibitor][10 µM]	-3%	-26%	u	x
O=C(O)c1nccnc1C(=O)NCCc1c[nH]c2ccccc12	-2%	1%	14%	-19%	-5%	-6%	-3%	1%
COc1ccccc1C(=O)Oc1ccc(C(C)C)cc1	-17%	-6%	1%[9.22 µM]	19%	-27%	8%	-5%	-7%
